# High-throughput results deposited in PubChem BioAssay by several laboratories.
# JMJD2C inh = blocks human GASC-1 demethylase activity. AID 2099. inhibition, % at 2.35 µM. GST-JMJD2C(1-420) H3K9me3 demethylation, DELFIA europium. 330,000 tested, 0.069% active. Q9H3R0;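 active means more than half of a compound's replicate wells show inhibition beyond 50%, single wells judged on their own value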;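 further: signal counts dimethyl H3K9 product captured on neutravidin plate; 0% = median of DMSO wells and 100% = 0.3 times that DMSO median; strong numbers were not always called active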
# CTSL1 counter = blocks F. hepatica cathepsin L1 in PFM18AAP counter-screen; recombinant F. hepatica cathepsin L1, Z-Leu-Arg-MCA fluorescence; 300,000 tested, 0.49% active; inhibition, % at 5.96 µM;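 active means inhibition above the mean of all tested compounds plus 3 SD, set per screening campaign, cut at about 17% in these data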;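 further: 0% = plate median of test compound wells and 100% = 1 µM Z-Phe-Ala-diazomethylketone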
# HCV core dimer = blocks dimerization of HCV core protein; 300,000 tested, 0.33% active; AID 1899; TR-FRET GST/Flag-core106 dimerization, 1536-well; inhibition, % at 5 µM;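 active means inhibition above the mean of all tested compounds plus 3 SD, set per screening campaign, cut at about 45% in these data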
#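 Assay system: tagged HCV core106 pair (GST and Flag); medium: KF-containing HEPES buffer, pH 7.45, DTT, CHAPS, BSA; also added: Eu donor and XL665 acceptor anti-tag antibodies; dosing: 5 µM single dose; timing: compound-protein-antibody incubation 4 h at 22.5 °C; signal: TR-FRET 671 and 617 nm emission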
# PP5 inh = inhibitors of human protein phosphatase 5 (PP5); purified PP5c, OMFP substrate fluorescence; inhibition, % at 6.7 µM; 320,000 tested, 0.18% active;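 active means inhibition above the campaign's mean inhibition across all tested compounds plus 3 SD, cut at about 9.5% in these data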;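 further: 0% = DMSO only and 100% = 100 µM cantharidin control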
# Target sequence (P53041 whole entry, looked up): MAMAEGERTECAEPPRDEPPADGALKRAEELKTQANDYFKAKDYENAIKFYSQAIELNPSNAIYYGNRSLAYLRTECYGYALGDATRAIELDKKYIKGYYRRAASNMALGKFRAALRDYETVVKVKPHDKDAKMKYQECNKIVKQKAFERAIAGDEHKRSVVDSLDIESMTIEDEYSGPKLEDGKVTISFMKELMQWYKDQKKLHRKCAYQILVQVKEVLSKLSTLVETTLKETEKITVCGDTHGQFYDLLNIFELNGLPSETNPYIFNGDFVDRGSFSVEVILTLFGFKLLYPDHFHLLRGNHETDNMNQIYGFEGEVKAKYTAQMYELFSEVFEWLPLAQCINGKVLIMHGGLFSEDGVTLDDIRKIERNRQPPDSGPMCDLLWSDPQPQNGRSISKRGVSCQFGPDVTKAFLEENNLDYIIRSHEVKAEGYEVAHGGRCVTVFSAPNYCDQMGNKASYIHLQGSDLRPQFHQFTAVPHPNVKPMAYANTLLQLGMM
# ZTA DNA inh = blocks Epstein-Barr virus ZTA, an EBNA-1 counter-screen. P03206. ZTA-DNA binding, fluorescence polarization. inhibition, % at 11 µM. 320,000 tested, 0.15% active; in the data active means inhibition above about 33%
# Target sequence (P03206 whole entry, looked up): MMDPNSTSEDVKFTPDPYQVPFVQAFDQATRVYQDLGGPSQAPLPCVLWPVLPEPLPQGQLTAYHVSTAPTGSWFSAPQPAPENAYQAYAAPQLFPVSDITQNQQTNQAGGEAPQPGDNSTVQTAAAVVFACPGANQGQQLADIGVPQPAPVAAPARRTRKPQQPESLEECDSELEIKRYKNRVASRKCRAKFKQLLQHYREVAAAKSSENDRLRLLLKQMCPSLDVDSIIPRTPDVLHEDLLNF
# EBNA-1 inh = blocks EBNA-1 binding to DNA; EBNA-1 DNA binding, fluorescence polarization; 300,000 tested, 0.34% active; AID 1950; inhibition, % at 14.8 µM; in the data active means inhibition above about 28%
# TPT1 inhibitor = inhibitors of Candida albicans tRNA 2'-phosphotransferase TPT1. inhibition, % at 5 µM. 300,000 tested, 0.81% active. recombinant caTPT1, FP RNA substrate dephosphorylation;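 active means inhibition above the mean of all tested compounds plus 3 SD, set per screening campaign, cut at about 24% in these data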;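 further: plate controls were DMSO alone for no effect and ferristatin control at 100 nM for full effect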
# Yeast superoxide = yeast age-related superoxide inhibition as caloric restriction mimetic | S. cerevisiae aged cells, superoxide DHE fluorescence; hits give low values | 330,000 tested, 0.18% active | superoxide response (% of plate mean), % at 10 µM | AID 2690;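 active means superoxide response under a set limit, about three screen SD below normal, cut at about 65% in these data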;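 further: yeast aged for seven days with compound at 30 °C before DHE staining; 100% = average MFI of all compound-treated wells on the plate with controls excluded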
# PP1 counter = PP1-alpha (human) inhibition in PP5 counter-screen; 320,000 tested, 0.9% active; P62136; inhibition, % at 6.7 µM; purified PP1alpha, OMFP fluorescence;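 active means inhibition above the mean inhibition of all tested compounds plus 3 SD, computed separately for each screening campaign, cut at about 15% in these data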
# Target sequence (P62136 whole entry, looked up): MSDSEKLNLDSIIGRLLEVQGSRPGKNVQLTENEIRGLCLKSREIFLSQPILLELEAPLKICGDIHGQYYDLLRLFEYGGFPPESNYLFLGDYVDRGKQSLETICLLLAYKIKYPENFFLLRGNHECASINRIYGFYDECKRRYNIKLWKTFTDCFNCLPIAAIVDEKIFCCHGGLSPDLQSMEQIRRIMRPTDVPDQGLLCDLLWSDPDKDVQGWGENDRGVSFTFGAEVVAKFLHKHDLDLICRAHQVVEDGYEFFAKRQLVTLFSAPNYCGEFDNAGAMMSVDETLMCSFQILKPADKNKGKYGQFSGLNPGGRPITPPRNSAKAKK
# Active calls of the source: *; / = no result given.
SMILES,JMJD2C inh,CTSL1 counter,HCV core dimer,PP5 inh,ZTA DNA inh,EBNA-1 inh,TPT1 inhibitor,Yeast superoxide,PP1 counter
COCCn1nnnc1C(c1ccc2ncccc2c1)N1CCN(c2ccccc2F)CC1 (configuration not stated),-8,0,-12,2.2,-14,0,-3,78,0
O=C(CCN1C(=O)c2ccccc2C1=O)C1=NN[C@@H]2C(=O)N(c3ccc4c(c3)OCO4)C(=O)[C@H]12,5,3,5,-2.6,-6,5,-2,99,-9
COc1ccc(C(=O)Nc2ccccc2C(=O)N/N=C/c2ccccn2)cc1OC,-12,1,-2,-1.8,-9,2,-4,99,-3
Cc1ccc(S(=O)(=O)N2CCCCCC2)cc1C(=O)Nc1cccnc1,-8,-6,9,0.7,2,7,-1,115,-1
COc1ccc(C/C(=N\OC(C)=O)c2ccc(OC)cc2)cc1,5,-29,-7,4.9,7,-3,0,95,1
CCN(CC(=O)Nc1ccc(S(=O)(=O)N2CCCCC2)cc1)Cc1ccccc1,-3,1,1,-0.2,6,-1,-4,87,0
CCCCc1[nH]nc2c1C1(C(=O)N(CC)c3ccccc31)C(C#N)=C(N)O2 (configuration not stated),-2,2,2,2.7,-10,1,-1,106,-1
COc1cc(CNn2c(C)n[nH]c2=S)cc(Cl)c1OCc1ccc(F)cc1,-2,1,8,5.2,1,7,-5,101,2
CCN(c1ccc(NC(=O)COC(=O)c2ccc(S(=O)(=O)N3CCCC3)cc2)cc1)C(C)C,-2,2,0,3.1,3,-2,-5,104,1
CC(OC(=O)c1cccs1)C(=O)NC1CC1 (configuration not stated),6,0,-4,1.7,6,1,3,94,-3
COc1ccc(C(=O)NCC(C)NC(=O)c2ccc(OC)cc2)cc1 (configuration not stated),-17,1,4,0.8,-1,-6,-2,97,-5
CNC(=O)c1c(NC(=O)C2=COCCO2)sc2c1CCN(C(=O)OC)C2,-2,6,2,0.8,9,6,-3,103,-1
CN(c1ccccc1)S(=O)(=O)c1cccc(C(=O)NNC(=O)c2ccncc2)c1,-3,-2,-2,0.6,-7,3,0,98,-5
C=C(C)COc1cc2oc(=O)c(CC(=O)N3C[C@H]4C[C@@H](C3)c3cccc(=O)n3C4)c(C)c2cc1Cl,5,3,4,2.9,-1,9,-4,90,4
CCC(=O)c1ccc(OCC(=O)OCC(=O)N2c3ccccc3CC2C)cc1 (configuration not stated),-5,-5,2,1.8,-12,0,-3,105,-4
CCCC12CN3CC(C)(CN(C1)C3c1ccc([N+](=O)[O-])o1)C2=O (configuration not stated),-8,-1,-2,-3.1,5,7,-3,85,-3
CN(Cc1nccs1)C(=O)c1ccc2nc(Cc3ccccc3F)oc2c1,-1,0,1,-2.5,8,0,1,94,-4
O=C(Nc1nnc(SCc2ccc(Cl)cc2)s1)c1cnccn1,5,-1,32,1.5,16,3,3,103,13
CCn1nnnc1SCC(=O)Nc1cccc(C)n1,1,-1,-7,-2.8,3,1,-1,103,0
CCOC(=O)C1(C(F)(F)F)N=C(C(F)(F)F)Nc2cc(C)c(C)cc21 (configuration not stated),5,3,6,2.0,1,9,0,104,-1

# Next section; the last 2 above are carried over.
SMILES,JMJD2C inh,CTSL1 counter,HCV core dimer,PP5 inh,ZTA DNA inh,EBNA-1 inh,TPT1 inhibitor,Yeast superoxide,PP1 counter
CCn1nnnc1SCC(=O)Nc1cccc(C)n1,1,-1,-7,-2.8,3,1,-1,103,0
CCOC(=O)C1(C(F)(F)F)N=C(C(F)(F)F)Nc2cc(C)c(C)cc21 (configuration not stated),5,3,6,2.0,1,9,0,104,-1
O=C(O)c1ccc2c(c1)NC(=O)C(N1CCCC1)S2 (configuration not stated),9,-2,-1,0.5,-3,11,-5,107,-2
CC1CN(C(=O)c2cc3cc(Br)ccc3[nH]2)CC(C)O1 (configuration not stated),4,-3,17,-0.3,-3,-2,5,95,0
CC(=O)c1c(C)[nH]c(C(=O)N2CCN(c3ccc(F)cc3)CC2)c1C,-3,0,5,3.9,6,-13,-6,109,-9
CCOC(=O)c1[nH]c2ccccc2c1N=C(C)N(CC)CC,-10,0,-3,2.1,1,-1,1,107,0
Cc1ccccc1CSCC(=O)N/N=C/c1cccs1,1,0,-2,0.6,2,-1,-2,94,0
Cc1ccc2nc(SCC(=O)Nc3ccc(C)c(Cl)c3)nc(=O)n2c1,-16,0,5,2.5,7,-2,1,98,-6
COc1ccc(CNCCC2(O)CC(C)N(C)CC2C)cc1OC (configuration not stated),-3,-2,9,-4.0,8,9,-3,93,-3
CC(=O)C(=Cc1cn(-c2ccccc2)nc1-c1ccccc1)C(C)=O,-8,1,-4,1.0,-8,-3,10,134,1
Cc1ccc(Nc2cc(C)nc(-c3ccccc3)n2)cc1,-2,0,-3,5.5,-8,-16,4,108,2
CCOc1ccc2nc(SCC(=O)Nc3cc(C)on3)c(C)cc2c1,-20,4,-1,-1.7,13,-16,1,112,-6
CCN(CC(=O)NCc1ccc(Cl)cc1)C(=O)c1oc2ccccc2c1C,-3,-2,-2,-1.3,-13,-5,-4,104,-3
COc1cc(COCC(O)CN2CCc3ccccc3C2)cc(OC)c1OC (configuration not stated),13,2,5,1.9,-4,10,-1,100,1
CCCNC(=O)CN1C(=O)NC(CC)(c2ccc(F)cc2)C1=O (configuration not stated),1,0,2,1.0,6,3,-1,97,14
CC(=O)Nc1ccccc1NC(=O)C/C(C)=N/NC(=O)Cc1cccc2ccccc12,0,-2,4,0.9,26,6,1,92,2
O=C(c1ccc(C(=O)N2CCOCC2)nc1)N1CCOCC1,-1,0,-2,0.9,9,2,-1,102,-1
Cc1ccc(-c2nc(-c3cccnc3)no2)cc1,4,5,-4,1.6,2,11,-1,98,0
CC(C)n1ncc2c(C(=O)O)cc(C3CC3)nc21,10,-6,2,0.0,-4,-11,-3,108,-2
C=CCOc1ccc(C2c3c(oc4ccccc4c3=O)C(=O)N2CCCN2CCOCC2)cc1 (configuration not stated),6,1,5,0.7,-1,-7,0,87,1
Cc1cc(NC(=O)CSc2nnc(N)s2)c([N+](=O)[O-])cc1C,15,2,11,-1.3,2,3,1,96,2
CC(=O)c1cnc(Oc2cc(Cl)ccc2Cl)nc1C,10,-4,5,0.0,0,2,1,116,-2

# The final 3 compounds of the part above are carried over, then new ones follow:
SMILES,JMJD2C inh,CTSL1 counter,HCV core dimer,PP5 inh,ZTA DNA inh,EBNA-1 inh,TPT1 inhibitor,Yeast superoxide,PP1 counter
C=CCOc1ccc(C2c3c(oc4ccccc4c3=O)C(=O)N2CCCN2CCOCC2)cc1 (configuration not stated),6,1,5,0.7,-1,-7,0,87,1
Cc1cc(NC(=O)CSc2nnc(N)s2)c([N+](=O)[O-])cc1C,15,2,11,-1.3,2,3,1,96,2
CC(=O)c1cnc(Oc2cc(Cl)ccc2Cl)nc1C,10,-4,5,0.0,0,2,1,116,-2
COc1cccc(OC)c1OCCCOc1c(OC)cccc1OC,11,-2,-6,3.3,1,-8,-5,114,-5
COc1ccc(OCC(O)CN2CCCCCC2)cc1 (configuration not stated),4,-3,1,3.3,13,-3,-1,125,0
CCC1(c2ccc(Cl)cc2)NC(=S)N(c2ccccc2)N1 (configuration not stated),-3,1,4,-1.5,0,5,1,106,-1
COc1ccccc1NC(=O)CC(c1ccc(F)cc1)c1ccco1 (configuration not stated),/,21*,4,1.0,12,-7,2,110,-6
COc1ccc(N(CC(=O)Nc2ccc(C)cc2C)S(=O)(=O)c2c(C)n[nH]c2C)cc1,-14,-6,7,2.1,-2,-15,0,106,1
COc1ccc(N2CCN(C(c3cc(OC)ccc3OC)c3nnnn3CC3CCCO3)CC2)cc1 (configuration not stated),-7,-3,12,3.4,-6,-11,-2,121,-1
COC(=O)c1cc([N+](=O)[O-])c(-n2ccnc2)c([N+](=O)[O-])c1,-5,1,-3,2.1,5,4,1,124,1
O=C(NCCC1CCCCN1S(=O)(=O)c1ccccc1)C(=O)Nc1ccc(F)cc1 (configuration not stated),-5,4,5,-0.1,3,-3,0,99,-2
COC(=O)COc1cccc2c(=O)n(CC(=O)NCCc3ccc(OC)c(OC)c3)ccc12,6,0,6,-1.3,-7,8,-2,94,-2
COc1cccc(NC(=S)Nc2cccnc2)c1,-2,0,4,3.3,-6,-8,2,111,0
O=C(NCCCN1CCCC1=O)C1CCN(S(=O)(=O)c2ccc(Cl)cc2)CC1,/,/,/,-1.3,13,/,/,112,-3
CCc1nc2sc3c(c2c(=O)n1NC(=O)CCl)CCCC3,-3,1,3,1.8,-21,0,-2,103,-1
Cc1[nH]c(C)c(S(=O)(=O)N2CCN(c3ccccc3)CC2)c1C(=O)N1CCCC1,-8,-1,-1,-0.5,4,-13,2,82,-5
O=C(CS(=O)(=O)Cc1ccccc1)Nc1nc2c(s1)CCCC2,-35,0,-1,-5.4,-21,-2,-1,103,10
CCCCOC(=O)Nc1nnc(CCOCC)s1,-6,3,-2,-2.7,-5,-11,0,96,-1
CC(C)c1ccc2[nH]c(O)c(N=NC(=O)c3cccc(S(=O)(=O)N4CCCCC4)c3)c2c1,7,-4,29,0.8,16,10,-2,91,3
CCCOC(=O)c1ccc(NC(=O)c2cc(Cl)ccc2OC)cc1,1,5,-5,0.0,1,5,-2,98,0
CCC(=O)Nc1ccc(C(=O)Nc2cccnc2)cc1,13,-7,2,3.1,-1,-10,-1,105,0
CCC(C)(C)C1CCc2[nH]nc(C(=O)N/N=C(\C)c3ccco3)c2C1 (configuration not stated),-4,2,9,0.5,-1,0,-2,101,10
O=C(O)CCC(=O)Nc1ccc(Cc2ccc(NC(=O)CCC(=O)O)cc2)cc1,4,-6,-3,0.1,-14,-4,-4,88,1
CC1CC(=O)c2c(cc3c(-c4c(O)cc(O)c5c(O)c6c(cc45)OC(C)CC6=O)c(O)cc(O)c3c2O)O1 (configuration not stated),10,12,-20,1.0,12,20,-9,76,70*
CCOC(=O)C(C)Oc1cccc2c(=O)n(CC(=O)NCc3ccccc3)ccc12 (configuration not stated),5,-2,3,-1.2,-4,-11,-1,99,0
O=C(CN1C(=O)C2C3C=CC(C3)C2C1=O)Nc1ccc2c(c1)OCCO2 (configuration not stated),2,1,-4,-1.1,3,2,-3,93,-5
Cc1cccc2c(C(=O)Nc3ccc(Br)cc3)cc(-c3ccccn3)nc12,6,5,3,-1.1,9,15,1,97,-2
CCOC(=O)c1nnc(-c2ccccc2)nc1Oc1ccc(Cl)cc1,-8,2,-5,3.7,-15,-9,1,109,-4
COc1ccc(NC(=O)CN(c2ccccc2)S(=O)(=O)N(C)C)cc1OC,-5,1,38,1.6,-6,-1,-3,94,-1
CCOC(=O)Cc1csc(SCC(=O)N(CC(C)C)c2c(N)n(Cc3ccccc3)c(=O)[nH]c2=O)n1,5,1,0,1.2,15,5,-3,104,11
O=C(CSc1ncnc2c(-c3ccc(Cl)cc3)nsc12)c1ccccc1,-26,9,-8,0.6,2,6,-3,105,5
O=C(NCc1ccccn1)c1ccc(NS(=O)(=O)c2cccc([N+](=O)[O-])c2)cc1,0,/,/,4.5,-9,/,/,114,3
Cc1cc(SCc2ccccc2C)nc(=O)[nH]1,-1,-2,3,1.5,6,2,2,116,-3
CCCOc1ccc(C(=O)NCC2OCCc3ccccc32)cc1OC (configuration not stated),9,0,1,2.5,-3,7,-3,81,2

# One compound at a time (already shown). Order of screens: JMJD2C inh | CTSL1 counter | HCV core dimer | PP5 inh | ZTA DNA inh | EBNA-1 inh | TPT1 inhibitor | Yeast superoxide | PP1 counter
# `Cc1cccc2c(C(=O)Nc3ccc(Br)cc3)cc(-c3ccccn3)nc12` in the list: 6 | 5 | 3 | -1.1 | 9 | 15 | 1 | 97 | -2
# `CCOC(=O)Cc1csc(SCC(=O)N(CC(C)C)c2c(N)n(Cc3ccccc3)c(=O)[nH]c2=O)n1` in the list: 5 | 1 | 0 | 1.2 | 15 | 5 | -3 | 104 | 11
